# Source: PubChem BioAssay
# SENP7 inh: inhibitors of human SENP7 protease. Q9BQF6. recombinant SENP7, Z-RLRGG-aminoluciferin luminescence, 40 min. inhibition, % at 5 µM. 1.5% of 330,000 active;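 active = inhibition above about 50% at the single test dose, limit read from the data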;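 also: plate controls were DMSO with enzyme for no effect and no enzyme buffer wells for full effect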
# Target sequence (Q9BQF6 706-1050 limits assumed): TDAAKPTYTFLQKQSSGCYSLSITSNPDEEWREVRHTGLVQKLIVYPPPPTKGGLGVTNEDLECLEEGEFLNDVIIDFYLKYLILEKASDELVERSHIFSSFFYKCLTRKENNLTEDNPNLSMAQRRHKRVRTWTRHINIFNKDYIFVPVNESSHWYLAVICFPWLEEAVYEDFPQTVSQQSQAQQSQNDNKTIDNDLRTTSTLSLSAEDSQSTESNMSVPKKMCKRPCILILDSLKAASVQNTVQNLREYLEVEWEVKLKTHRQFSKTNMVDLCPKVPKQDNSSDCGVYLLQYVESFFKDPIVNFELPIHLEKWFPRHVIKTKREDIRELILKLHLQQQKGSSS
# HKDC1 inh: blocks human hexokinase HKDC1 activity | Q2TB90 | recombinant HKDC1, G6PDH/diaphorase resazurin coupled fluorescence | inhibition, % at 20 µM | 0.16% of 340,000 active;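 active = inhibition above about 35% when tested at 20 µM, limit read from the data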;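 also: plate controls were DMSO wells with enzyme for no effect and DMSO wells lacking enzyme for full effect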
#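 Assay system: in-house recombinant HK5 (HKDC1) enzyme. Input: HKDC1 at 5 µg/mL. Medium: Tris pH 8.0 buffer with MgCl2, Tween-20, BSA, BME. Dosing: single 20 µM dose. Schedule: 90 min reaction incubation at room temperature, dark. Signal: resazurin-to-resorufin fluorescence via G6PDH and diaphorase coupling, 525/613 nm. Controls: DMSO-enzyme wells negative, buffer-substituted wells positive.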
# SENP1 inh: SENP1 (human) catalytic domain inhibition. Q9P0U3. recombinant SENP1 catalytic domain, CyPet-SUMO1-YPet FRET cleavage. inhibition, % at 10 µM. 0.21% of 360,000 active. AID 624204;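 active = inhibition at least 30% at 10 µM, raw YFP signal under a set limit, fluorescence ratio 0.5 to 1.5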;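 also: 0% = enzyme with DMSO and 100% = no enzyme wells; some results filed as inactive read as strong as hits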
#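 Compound: 10 µM single point, 0.5% DMSO; Test system: hSENP1 catalytic domain, recombinant; Timing: 50 min reaction at room temperature; Technique: FRET, CFP and YFP emission; Control set: no-enzyme wells low, DMSO-plus-enzyme wells high control.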
# SENP8 block-1: blocks human SENP8 cleavage of Nedd8 substrate; recombinant SENP8, Nedd8 substrate fluorescence; inhibition, % at 20 µM; 0.64% of 360,000 active; AID 602440; in the data active = inhibition mostly above about 40%, no sharp cut-off; inactive = mostly below about 27%
# Target sequence (Q96LD8 whole entry, looked up): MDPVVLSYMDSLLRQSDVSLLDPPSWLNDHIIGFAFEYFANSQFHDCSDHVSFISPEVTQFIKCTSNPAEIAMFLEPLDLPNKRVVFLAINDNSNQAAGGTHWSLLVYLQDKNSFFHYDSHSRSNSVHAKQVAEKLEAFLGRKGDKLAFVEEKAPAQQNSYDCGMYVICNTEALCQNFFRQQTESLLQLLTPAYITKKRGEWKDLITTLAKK
# SENP6 block: inhibitors of human SENP6 protease. 1.8% of 330,000 active. Q9GZR1. inhibition, % at 10 µM. Recombinant SENP6 catalytic domain, aminoluciferin luminescence. AID 2599;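 active = inhibition above about 50% at the single tested dose, limit read from the data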;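 also: plate controls were DMSO wells with enzyme for no effect and DMSO wells lacking enzyme for full effect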
# Target sequence (Q9GZR1 628-1112 limits assumed): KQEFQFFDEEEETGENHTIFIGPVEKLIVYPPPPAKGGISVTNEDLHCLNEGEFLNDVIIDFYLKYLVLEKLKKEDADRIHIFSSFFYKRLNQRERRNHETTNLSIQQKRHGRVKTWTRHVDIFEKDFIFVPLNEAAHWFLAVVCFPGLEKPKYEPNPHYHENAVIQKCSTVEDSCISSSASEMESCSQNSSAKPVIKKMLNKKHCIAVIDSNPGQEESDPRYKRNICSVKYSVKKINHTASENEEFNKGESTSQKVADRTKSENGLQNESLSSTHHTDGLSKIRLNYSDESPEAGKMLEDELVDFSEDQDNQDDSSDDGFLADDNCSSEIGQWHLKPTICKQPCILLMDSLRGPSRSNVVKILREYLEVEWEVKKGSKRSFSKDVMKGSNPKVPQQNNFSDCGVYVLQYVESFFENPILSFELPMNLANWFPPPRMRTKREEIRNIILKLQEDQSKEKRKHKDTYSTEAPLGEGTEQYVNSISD
# Apaf1 inhib: human Apaf-1 inhibition; reconstituted apoptosome caspase-3 activity, DEVD-Rh110 fluorescence; inhibition, % at 20 µM; AID 489030; 0.71% of 330,000 active; O14727; active = inhibition of at least 40% at 20 µM;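 also: plate controls were DMSO wells for no effect and DEVD-CHO caspase inhibitor wells for full effect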
#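 System – cell-free apoptosome with Apaf-1, procaspase-3 and caspase-9 · Buffer or medium – pH 7.5 Hepes buffer with CHAPS, BSA, DTT · Also added – cytochrome c with DEVD-Rh110 · Times – 30 min compound preincubation, 50 min activation, room temperature · Technique – Rh110 fluorescence intensity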
# SENP8 block-2: SENP8 protease inhibition; purified SENP8, Z-RLRGG-aminoluciferin cleavage, luminescence; 1.2% of 330,000 active; inhibition, % at 10 µM; AID 2540; in the data active = inhibition above about 50%
# PfGluPho inh: PfG6PD (Plasmodium falciparum) enzyme inhibition | 0.78% of 350,000 active | PfGluPho enzyme, NADPH resazurin-diaphorase fluorescence | AID 504690 | inhibition, % at 20 µM;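 active = inhibition reaching at least a set limit at 20 µM in the primary screen, cut at about 59% in these data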;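 also: 0% = DMSO wells with substrate and 100% = DMSO wells lacking glucose-6-phosphate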
# The depositor's hits bear a star; . = not tested or not shown.
SMILES,SENP7 inh,HKDC1 inh,SENP1 inh,SENP8 block-1,SENP6 block,Apaf1 inhib,SENP8 block-2,PfGluPho inh
Cc1[nH]c(=S)sc1Cc1ccc(Cl)c(Cl)c1,0,.,.,.,15,9,-2,.
COc1ccccc1N1CCN(C(=O)CSc2nnc(-c3ccoc3C)o2)CC1,-1,3,1,7,6,17,-1,2
CCOC(=O)c1cc(NC(=O)c2cccnc2)ccc1N1CCOCC1,3,-3,1,11,9,-10,8,-1
COc1ccc(OC)c(/C(O)=C/C(=O)C(=O)Nc2ccccc2OC)c1,-11,0,-2,6,-10,7,-4,-18
Cc1csc2sc(-c3ccnc(SCC(=O)NCc4ccccc4)n3)c(C)c12,3,-3,-8,-301,-21,6,1,9
CCN(CC)C(=O)c1sc(NC(=O)C(C)C)c(C#N)c1C,-6,-10,0,9,8,3,-1,16
Cc1ccc(/C=C2/SC(=S)N(CCCC(=O)Nc3cc([N+](=O)[O-])ccc3O)C2=O)cc1,7,4,3,30,-2,9,-18,-7
COc1ccc(S(=O)(=O)NCCSCc2ccco2)cc1Cl,2,2,-4,20,-22,5,6,7
CSCCC(NC(=O)c1ccccc1)C(=O)O (stereo not drawn),12,-2,1,0,-14,-1,7,-5
Cc1cccc(N2CCN(C(=O)C3CCN(S(=O)(=O)N4CCOCC4)CC3)CC2C)c1 (stereo not drawn),-7,4,1,8,-7,4,1,-3
Cc1cc(N2CCN(c3ccccn3)CC2)n2cc(-c3ccccc3)nc2n1,2,-10,0,-271,-10,1,-9,5
O=C(C1=C[C@H](c2ccc(C(F)(F)F)cc2)C[C@H](OCc2ccc(CO)cc2)O1)N1CCCCCCC1,-2,5,3,26,-13,19,-10,7
COc1cc(C2SCC(=O)N2CCCN(C)C)cc(OC)c1OC (stereo not drawn),-4,0,-2,13,5,-3,1,-13
COc1cc2c(cc1OC)C(c1cc3cc4c(cc3[nH]c1=O)OCO4)N(C(=O)C1CC1)CC2 (stereo not drawn),-1,3,0,-273,-13,-11,-2,-7
CC(=O)c1c(C(C)=O)c(C)n(-c2nc(-c3ccc(C)c(C)c3)c(C)s2)c1C,-13,-1,1,18,-4,22,-4,3
C[N+]1(CC(=O)OC2CCCCCCCCCCC2)CCCC1,10,1,2,2,11,5,4,7
COc1ccc(C2COc3cc(O)ccc3C2)c(OC)c1O (stereo not drawn),2,-7,0,38,-15,-1,-10,35
Cc1ccc(C(=O)C2CCN(S(=O)(=O)c3c(C)noc3C)CC2)cc1,-8,-5,2,17,-6,13,-4,-6
Cc1ccc(-c2[nH]nc(N)c2N=Nc2ccccc2C)cc1,-3,2,-2,26,1,36,-14,22
Cc1ccccc1NC(=O)CSCC(=O)Nc1ccccc1C,-7,-3,0,10,-15,-12,-7,-5
COc1cccc(C2NC(=O)c3ccccc3O2)c1OC (stereo not drawn),-14,-12,1,8,-7,-3,-14,-2
Clc1ccccc1-c1nnc2sc(-c3ccncc3)nn12,-12,-6,0,-5,-3,2,-10,0
Cc1ccc(SCc2nc(N)nc(Nc3ccccc3C)n2)cc1C,-7,19,-14,-6,-27,27,-7,28
CN(C)C(CNC(=O)C1CCCN(C(=O)c2ccc(Cl)cc2)C1)c1ccco1 (stereo not drawn),0,-6,-6,-26,-6,3,2,17
Cc1ccc(NC(=S)N2CCC(N(C)CC3CCCO3)CC2)cc1 (stereo not drawn),-3,-1,1,23,3,-12,-4,3
# Next section:
SMILES,SENP7 inh,HKDC1 inh,SENP1 inh,SENP8 block-1,SENP6 block,Apaf1 inhib,SENP8 block-2,PfGluPho inh
COc1ccc(OCC(O)CN2CCCC2)cc1 (stereo not drawn),-11,-5,0,16,-8,0,-7,3
O=C1c2cccnc2C(Nc2ccc(S(=O)(=O)N3CCCCCC3)cc2)N1Cc1ccccc1 (stereo not drawn),-10,-2,-1,-2,-4,9,-10,-2
O=C1Nc2ccccc2C1=Nc1ccc(S(=O)(=O)Nc2nccs2)cc1,4,29,-1,26,25,-2,2,-4
O=C(CSc1nc2c(cnn2-c2ccc(F)cc2)c(=O)[nH]1)N1CCOCC1,0,3,-12,7,2,5,4,-11
C=CCOC(=O)C1=C[C@H](c2csc3ccccc23)[C@@H](CCCO)[C@H](OCC)O1,-9,0,4,10,-3,14,14,-6
CCC(=O)N1CCN(c2ccc(Cl)cc2NC(=O)c2cccc([N+](=O)[O-])c2)CC1,16,0,0,24,-5,1,1,36
COc1cccc(C(=O)Nc2ccc3c(c2)CCCN3C(=O)c2cccs2)c1OC,10,-1,-2,9,11,17,0,2
C=CCNC(=S)Nc1ccc2nc(C)oc2c1,-10,-10,1,7,1,-14,5,-7
O=C(NCCc1ccc(Cl)cc1)C1CCN(c2cnccn2)CC1,-8,-2,2,-278,-7,-15,1,-2
Brc1c(CSc2nncn2-c2ccccc2)nc2sccn12,2,3,0,17,-9,-17,-1,-3
O=C(Nc1nc(-c2ccc(F)cc2)cs1)c1cnccn1,2,-2,2,20,-3,3,-5,7
COc1ccc(Cc2noc(CN3CCN(Cc4cccc(Cl)c4)CC3)n2)cc1OC,1,13,-3,6,-9,2,7,-16
C=CCc1cc2c(oc(=O)c3ccccc32)c(C)c1O,-2,8,-2,-145,-4,5,2,-1
CCCn1c(SCC(=O)NC(C)(C)C)nnc1C(C)C,0,1,-1,15,-9,-5,-3,-13
CC(C)C(C)NC(=O)COc1ccc(-c2ccccc2)cc1 (stereo not drawn),-5,-4,1,32,-17,-5,-16,-9
CN1CCN(C(=O)/C(=C/c2cn(S(=O)(=O)N(C)C)c3ccccc23)NC(=O)c2ccccc2F)CC1,2,-2,-1,3,-2,4,-8,-2
O=C(COC(=O)C1CC2CCCC(C1)C2=O)NNC(=O)c1ccc([N+](=O)[O-])cc1 (stereo not drawn),0,-8,3,9,5,-8,4,3
NC(=O)C1CCN(c2ccnc3cc(Cl)ccc23)CC1,-9,-1,1,-6,-5,-3,-10,-15
COc1ccc(C)cc1NC(=S)N1CCOCC1,-3,-6,2,-4,8,-4,5,10
CCn1cc(/C=C(\NC(=O)c2cc(OC)c(OC)c(OC)c2)C(=O)N2CCN(C)CC2)c2ccccc21,1,-3,-11,-2,1,13,7,-16
S=C1N(c2ccccc2)C(c2cccc3ccccc23)N2CCCN12 (stereo not drawn),-2,5,2,8,4,7,5,0
O=C(O)c1cc(S(=O)(=O)N(Cc2ccccc2)c2ccccc2Cl)ccc1Cl,-3,8,1,23,-5,5,-2,-22
O=C(Cc1cccc(NC(=O)C2CCN(C(=O)CCc3ccccc3)CC2)c1)Nc1cccc(C(=O)N2CCCCC2)c1,.,-3,2,2,.,.,.,-24
C=CCNS(=O)(=O)c1ccc(OCC(=O)OCC)cc1,-5,-7,4,8,-3,3,-11,-14
Cc1cc(C)cc(NC(=O)NCc2c(-c3ccccc3)noc2C)c1,2,-7,2,10,-9,7,0,9

# In a second layout: entries from further up
# Sequence of screens: SENP7 inh	HKDC1 inh	SENP1 inh	SENP8 block-1	SENP6 block	Apaf1 inhib	SENP8 block-2	PfGluPho inh
> O=C1Nc2ccccc2C1=Nc1ccc(S(=O)(=O)Nc2nccs2)cc1
    4	29	-1	26	25	-2	2	-4
> O=C(CSc1nc2c(cnn2-c2ccc(F)cc2)c(=O)[nH]1)N1CCOCC1
    0	3	-12	7	2	5	4	-11
> C=CCOC(=O)C1=C[C@H](c2csc3ccccc23)[C@@H](CCCO)[C@H](OCC)O1
    -9	0	4	10	-3	14	14	-6
> CCC(=O)N1CCN(c2ccc(Cl)cc2NC(=O)c2cccc([N+](=O)[O-])c2)CC1
    16	0	0	24	-5	1	1	36
> COc1cccc(C(=O)Nc2ccc3c(c2)CCCN3C(=O)c2cccs2)c1OC
    10	-1	-2	9	11	17	0	2
> C=CCNC(=S)Nc1ccc2nc(C)oc2c1
    -10	-10	1	7	1	-14	5	-7
> O=C(NCCc1ccc(Cl)cc1)C1CCN(c2cnccn2)CC1
    -8	-2	2	-278	-7	-15	1	-2
> Brc1c(CSc2nncn2-c2ccccc2)nc2sccn12
    2	3	0	17	-9	-17	-1	-3
> O=C(Nc1nc(-c2ccc(F)cc2)cs1)c1cnccn1
    2	-2	2	20	-3	3	-5	7
> COc1ccc(Cc2noc(CN3CCN(Cc4cccc(Cl)c4)CC3)n2)cc1OC
    1	13	-3	6	-9	2	7	-16
> C=CCc1cc2c(oc(=O)c3ccccc32)c(C)c1O
    -2	8	-2	-145	-4	5	2	-1
> CCCn1c(SCC(=O)NC(C)(C)C)nnc1C(C)C
    0	1	-1	15	-9	-5	-3	-13
> CC(C)C(C)NC(=O)COc1ccc(-c2ccccc2)cc1 (stereo not drawn)
    -5	-4	1	32	-17	-5	-16	-9
> CN1CCN(C(=O)/C(=C/c2cn(S(=O)(=O)N(C)C)c3ccccc23)NC(=O)c2ccccc2F)CC1
    2	-2	-1	3	-2	4	-8	-2
> O=C(COC(=O)C1CC2CCCC(C1)C2=O)NNC(=O)c1ccc([N+](=O)[O-])cc1 (stereo not drawn)
    0	-8	3	9	5	-8	4	3
> NC(=O)C1CCN(c2ccnc3cc(Cl)ccc23)CC1
    -9	-1	1	-6	-5	-3	-10	-15

# Later entries
SMILES,SENP7 inh,HKDC1 inh,SENP1 inh,SENP8 block-1,SENP6 block,Apaf1 inhib,SENP8 block-2,PfGluPho inh
O=C(CCCn1ncn2c(cc3occc32)c1=O)N1CCc2ccccc2C1,7,-4,1,1,0,4,0,-4
COc1cccc(C2Nc3ccccc3C(=O)N2O)c1O (stereo not drawn),5,-7,1,-44,-2,3,2,-15
OC1=C(O)c2nc3cc(F)ccc3nc21,-2,-13,-12,17,11,-10,-1,-19
COc1ccc2[nH]c(C(=O)O)c(NS(=O)(=O)c3ccc(F)cc3)c2c1,1,0,-1,-48,12,5,9,22
Cc1cc(/C=N/NC(=O)CC2(C)OCCO2)c(C)n1-c1cc(Cl)cc(Cl)c1,11,6,2,17,-12,10,-15,-11
Cc1cccc(NCN2C(=O)c3ccncc3C2=O)n1,5,-6,0,-1,-1,-15,6,1
Cc1ccc2c(c1)C1C3CCC(C3)C1S(=O)N2 (stereo not drawn),15,-2,0,3,4,-13,1,-3
CC12CCCCC1NS(=O)(=O)OC2 (stereo not drawn),1,-3,1,7,-5,1,2,-12
CC(C)(C)C1CCC(=NNC(=O)CC(=O)NCc2ccccc2)CC1 (stereo not drawn),3,-12,2,9,-8,-14,-4,3
Cc1ccc(C2=CSC3=NS(=O)(=O)CCN23)cc1C,4,-1,5,23,-21,1,3,-4
COCCCn1c(SCC(=O)Nc2sc3c(c2C#N)CCCC3)nnc1-c1ccncc1,9,9,0,17,-5,5,-1,3
COC(CNC(=O)c1ccc2c(c1)ncn2-c1cccc(F)c1)OC,2,-9,0,7,-23,-2,-3,10
